# NTR1 ag: agonists of NTR1, primary screen, imaging, U2OS cells, beta-arrestin-GFP, high content (AID 493036) | P30989 | NTR1-U2OS beta-arrestin-GFP spot imaging, agonist mode | activation, % at 20 µM | actives 0.17% (n = 330,000);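 active means activation at or above 40% of the spot to cytoplasm intensity ratio, with at least 20 cells analyzed; inconclusive means wells under 20 cells, flagged as cytotoxic or low count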;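 further: 0% = DMSO without peptide and 100% = 100 nM NTR1 peptide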
# Target sequence (P30989 whole entry, looked up): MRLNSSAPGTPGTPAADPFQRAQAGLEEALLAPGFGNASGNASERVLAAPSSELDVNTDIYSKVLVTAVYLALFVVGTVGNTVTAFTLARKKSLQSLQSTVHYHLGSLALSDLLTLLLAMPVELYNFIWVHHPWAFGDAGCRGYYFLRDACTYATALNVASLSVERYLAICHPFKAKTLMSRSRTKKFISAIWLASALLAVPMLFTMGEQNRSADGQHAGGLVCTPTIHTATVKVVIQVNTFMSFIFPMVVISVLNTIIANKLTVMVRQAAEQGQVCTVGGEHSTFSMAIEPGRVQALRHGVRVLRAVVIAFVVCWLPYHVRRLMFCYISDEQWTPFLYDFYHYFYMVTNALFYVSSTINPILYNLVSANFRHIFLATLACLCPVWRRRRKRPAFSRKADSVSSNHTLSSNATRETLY
# GPR35 arrestin U2OS: inhibition of zaprinast-stimulated GPR35 beta-arrestin translocation – imaging, U2OS, beta-arrestin-GFP, zaprinast agonist, primary screen (AID 2058); actives 0.052% (n = 290,000); inhibition, % at 10 µM, or IC50 in µM where a hit was titrated; U2OS GPR35 beta-arrestin-GFP translocation imaging, zaprinast antagonism; higher % means a stronger effect;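 active means inhibition of at least 50% with at least 30 cells and total cytoplasm GFP at most 10,000,000; inconclusive means under 30 cells or total GFP of 10,000,000 plus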
# KOR beta-arrestin-1: kappa opioid receptor blockers – cell-based, luminescence, uHTS (AID 1778); KOR beta-arrestin recruitment, luminescence, antagonist mode; higher % means a stronger effect; one-dose inhibition, % at 10 µM; IC50 in µM for titrated hits; actives 0.091% (n = 290,000); in the data active means inhibition above about 50%; further: strong numbers were not always called active
# GPR55 beta-arrestin: selective activators of receptor GPR55 – imaging, U2OS cells, beta-arrestin-GFP redistribution, primary screen (AID 1961); actives 0.048% (n = 290,000); activation, % at 10 µM, or EC50 in µM where a hit was titrated; U2OS GPR55 beta-arrestin-GFP redistribution imaging; higher % means a stronger effect;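 active means activation above 40% with more than 50 cells counted in the well; inconclusive means wells holding fewer than 50 cells, flagged as toxic or sparse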;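 further: U2OS osteosarcoma cells stably expressing GPR55 and beta-arrestin-GFP; plate controls were DMSO negative control for no effect and LPI positive control for full effect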
# GPR55 antagonists: inhibition of LPI-stimulated GPR55 beta-arrestin translocation – imaging, U2OS, beta-arrestin-GFP, LPI agonist, primary screen (AID 2013); U2OS GPR55 beta-arrestin-GFP translocation imaging, LPI antagonism; higher % means a stronger effect; actives 0.13% (n = 290,000); inhibition, % at 10 µM; hits with a dose series show IC50 in µM;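 active means spots per cell inhibited over 60%, with over 100 cells counted and total cytoplasm intensity under 500,000; inconclusive means wells with under 100 cells, flagged as likely toxic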;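 further: U2OS cells stably carrying GPR55 and arrestin-GFP stimulated by 5 µM LPI near EC80; imaged beta-arrestin-GFP aggregate spots per cell after agonist stimulation; plate controls were LPI-stimulated DMSO wells for no effect and DMSO wells without LPI for full effect; some results filed as inactive read as strong as hits; confirmed hits need IC50 under 10 µM and bright autofluorescent wells are also inconclusive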
# NOD1 NF-kB reporter: NOD1 signaling inhibitors, primary screen, cell-based, luminescence, uHTS (AID 1578); NOD1-driven NF-kB luciferase reporter cells, luminescence; higher % means a stronger effect; inhibition, % at 4 µM, or EC50 in µM where a hit was titrated; actives 1% (n = 290,000); in the data active means inhibition mostly above about 36%, no sharp cut-off; inactive means mostly below about 34%;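 further: HEK-293T reporter cells stimulated with the NOD1 agonist gamma-tri-DAP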
# Rac1 GTP hydrolysis: MgcRacGAP GTPase-activating activity inhibitors, confirmation, biochemical, ADP Hunter fluorescence; MgcRacGAP-stimulated Rac1 GTP hydrolysis, ADP Hunter fluorescence; higher % means a stronger effect; GST-tagged Rac1 F28L mutant substrate; one-dose inhibition, % at 30 µM; IC50 in µM for titrated hits; actives 0.6% (n = 340,000); AID 624330;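 active means first-screen hits whose inhibition reached a set limit at any dose in the follow-up dose series; inconclusive means inhibition above the set first-screen limit but never retested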;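 further: fluorescence reports GDP produced by GAP-driven GTP hydrolysis; strong numbers were not always called active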
# KOR beta-arrestin-2: kappa opioid receptor activators – cell-based, luminescence, uHTS, primary screen (AID 1777); KOR beta-arrestin recruitment, luminescence; higher % means a stronger effect; activation, % at 10 µM; hits with a dose series show EC50 in µM; actives 0.02% (n = 280,000); in the data active means activation above about 50%, passing the limit was not always enough; further: a part of the inactive calls stands beside numbers as strong as those of hits
# UTI89 phage lysis: protection from phage-mediated lysis, alamar blue read-out – E. coli UTI89, K1F phage, bacterial capsule biogenesis inhibitors (AID 488966) | actives 0.02% (n = 340,000) | E. coli UTI89 K1F phage lysis, alamar blue, 2 h; higher % means a stronger effect | inhibition, % at 100 µM, or IC50 in µM where a hit was titrated;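 active means phage lysis inhibition, versus mean bacterial control, above a set limit; inconclusive means no clear call, values can overlap the other calls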;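 further: capsule biogenesis inhibitors block K1F phage lysis so surviving cells raise fluorescence; higher fluorescence means more inhibition of phage lysis; actives were called in the ten point dose series up to 300 µM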
# NTR1 ag cell count 20 µM: recorded beside NTR1 ag, whose call it bears; cell count; measured here: cell count, cytotoxicity flag
# * hit, by the source's call; ? = inconclusive; · = not tested or not shown; [ ] = dose if it differs, or a comment. The list is partial; rates above refer to the full screens.
entry	SMILES	NTR1 ag	NTR1 ag cell count 20 µM	GPR35 arrestin U2OS	KOR beta-arrestin-1	GPR55 beta-arrestin	GPR55 antagonists	NOD1 NF-kB reporter	Rac1 GTP hydrolysis	KOR beta-arrestin-2	UTI89 phage lysis
1	C=C(C)C1CC=C(C)/C(=N/Nc2ccccc2[N+](=O)[O-])C1 (stereo not given)	9.9	71	-2%	27%	2.1%	12%	-10%	-6%	-8.1%	0.0%
2	Cc1cc2oc(C(=O)NCc3ccc4c(c3)OCO4)c(C)c2cc1C	-4.8	85	6%	-17%	-0.1%	5%	-16%	7%	1.7%	11%
3	Cc1cc(C)nc(NC(=O)c2cc3ccccc3o2)n1	-0.3	45	2%	13%	-0.1%	12%	-40%	4%	-4.5%	1.5%[50 µM]
4	Cc1cc(=O)n2[nH]c(CCC(=O)O)nc2n1	-0.2	61	10%	14%	-0.1%	7%	-10%	9%	7.0%	0.2%
5	O=c1[nH]c(=S)n(-c2cccc(C(F)(F)F)c2)c(O)c1C=NCCN1CCNCC1	0.7	78	-12%	10%	-0.1%	14%	-8%	-9%	2.9%	0.2%
6	COCCCNCCOc1ccccc1-c1ccccc1	0.6	51	-8%	·	-0.4%	17%	-34%	27%	3.0%	2.0%[50 µM]
7	COc1ccccc1CNC(=O)C(=O)NCC1OCCN1S(=O)(=O)c1cccs1 (stereo not given)	1.1	70	5%	7%	-0.1%	-1%	8%	-7%	-0.4%	1.8%[50 µM]
8	Cc1ccc(C(=O)N2CCN(c3ccc(NC(=O)Cc4ccccc4)cc3)CC2)cc1	0.2	61	9%	20%	0.0%	8%	-7%	7%	1.4%	-0.1%
9	CCn1c(Cc2ccccc2)nnc1SCc1ccc([N+](=O)[O-])cc1	0.1	75	-14%	22%	0.8%	-2%	-16%	13%	0.8%	0.3%
10	NC(=O)C1=C[C@H](c2ccc(C(F)(F)F)cc2)C[C@H](OCCCCO)O1	1.5	84	-8%	2%	0.2%	12%	-9%	7%	-0.3%	0.0%
11	CCOC(=O)N1CCN(S(=O)(=O)c2cc(Br)cc3c2N(C(C)=O)C(C)C3)CC1 (stereo not given)	0.7	87	4%	16%	-0.1%	-5%	-12%	7%	-4.5%	0.6%
12	Cc1ccc(C(=O)N/N=C/c2ccc3c(c2)OCO3)o1	-1.1	91	-8%	1%	0.3%	6%	-30%	7%	0.1%	-0.2%
13	Cc1cc(-c2ccccc2C(=O)Nc2ccccc2O)on1	-0.2	47	9%	21%	0.3%	18%	2%	13%	-2.1%	-0.4%
14	CCCCOC(=O)CSC1=C(C#N)C(c2ccccc2OC)C(C#N)C(=O)N1 (stereo not given)	0.6	56	17%	-13%	-0.1%	5%	12%	-1%	8.7%	1.6%
15	CCN1C(=O)S/C(=C/c2cn(C)c3ccccc23)C1=O	-1.2	69	11%	11%	-0.3%	7%	52%	-32%	7.9%	0.0%
16	O=C(CCCNS(=O)(=O)c1cccc2nsnc12)NCCc1ccccc1	-2.3	91	-10%	-15%	0.5%	20%	13%	-2%	2.0%	-0.2%
17	CCOC(=O)C1CCN(C(=O)c2ccc(OC3CCN(C(=O)COC)CC3)cc2)CC1	0.5	57	10%	-5%	0.0%	10%	-38%	5%	-3.6%	0.0%
18	O=C(Nc1ccc(Cl)cn1)c1ccc2nccnc2c1	0.3	47	-1%	15%	0.3%	6%	-67%	6%	-2.3%	0.9%
19	O=C(Cc1cccs1)Nc1ccc(F)cc1F	0.9	71	-14%	1%	-0.2%	4%	-34%	8%	0.6%	0.0%
20	COc1ccc2c(CC(=O)Nc3c(C)n(C)n(-c4ccccc4)c3=O)coc2c1	1.5	69	1%	-26%	0.1%	-7%	-8%	5%	1.9%	0.0%
21	Cc1ccc(C(=O)N[C@@H](Cc2ccccc2)C(=O)N2CCC3(CC2)NCCc2[nH]cnc23)cc1C	0.8	65	-5%	-3%	-0.2%	10%	-30%	6%	-6.9%	0.2%
22	COC(=O)c1cc(NS(=O)(=O)c2ccc(N3CCOCC3)c([N+](=O)[O-])c2)cc(C(=O)OC)c1	2.6	62	2%	40%	-0.4%	9%	-31%	7%	0.8%	1.8%
23	COc1cc(C=Nc2cccc([N+](=O)[O-])c2C)ccc1OC(C)=O	-0.5	60	-14%	-23%	1.5%	10%	-29%	11%	-2.5%	1.6%
24	CN(Cc1cc2ccccc2[nH]c1=O)C(=O)c1cccs1	0.9	36	-2%	-18%	-0.7%	3%	-16%	5%	5.9%	-0.8%
25	Cc1ccc2[nH]c3c(=O)n(CCN4CCOCC4)cnc3c2c1	-0.9	41	-5%	-17%	-0.1%	-17%	-11%	9%	2.8%	-0.6%
26	O=C(O)c1ccc(N/N=C/c2ccnc3ccccc23)cc1	2.2	70	-4%	15%	0.0%	8%	-15%	11%	15%	-0.1%
27	Cc1cc(C)cc(NC(=O)N2CCCCCCC2)c1	-1.1	96	-6%	-13%	-0.1%	-3%	-12%	0%	-3.6%	0.1%
28	Cc1nnc(NC(=O)c2ccc(S(=O)(=O)N3CCOCC3)cc2)s1	2.3	55	3%	19%	0.8%	7%	-2%	-8%	0.8%	-0.5%[50 µM]
29	CCCCCCCN1C/C=C\C(c2ccc(OC)cc2)N(Cc2ccc(F)cc2)C(=O)[C@H]1Cc1ccccc1 (stereo not given in full)	1.0	88	-6%	13%	1.4%	0%	0%	2%	2.3%	0.6%
30	NC(=O)c1ccsc1NC(=O)CSc1nnc(Nc2ccccc2)s1	1.6	35	-15%	-139%[20 µM]	-0.1%	6%	-6%	6%	0.3%	-0.1%
31	O=C(CCC(=O)Nc1cccc(Cl)c1)N/N=C/c1cc([N+](=O)[O-])ccc1O	-0.3	38	-9%	-18%	-0.3%	0%	15%	5%	2.4%	-0.1%
32	COC(C(=O)N/N=C(\C)c1ccc(O)cc1)c1ccccc1 (stereo not given)	-0.2	72	4%	-42%[20 µM]	0.5%	5%	-28%	22%	-1.9%	2.6%
33	CC(C)(C)c1ccc(C(=O)NC(=S)NNC(=O)COc2ccccc2)cc1	4.9	63	-4%	-2%	-0.1%	7%	-45%	7%	-1.0%	0.0%
34	O=C1Nc2ccc(S(=O)(=O)NCCC3=CCCCC3)c3cccc1c23	6.5	27	12%	10%	0.4%	2%	25%	11%	1.5%	0.6%
35	Clc1ccc(Sc2ccc(/C=N/n3cnnc3)o2)cc1	-1.4	54	5%	-58%	-0.3%	7%	·	6%	5.2%	0.0%
36	O=C(C1CC1)N1CCC(c2nc(-c3ccc(S(=O)(=O)N4CCCC4)cc3)no2)CC1	1.1	49	2%	-18%	0.0%	-8%	-6%	-4%	-2.5%	0.4%[50 µM]
37	CCS(=O)(=O)Nc1cccc(-c2ccc3nnc(-c4cccnc4)n3n2)c1	2.4	65	6%	-18%	-0.1%	-19%	-16%	9%	-6.7%	0.0%
38	COc1ccc(-c2nn(C)c(=O)c3ccccc23)cc1NC(=O)COc1ccccc1	8.2	95	-3%	4%	0.0%	-7%	31%	12%	13%	0.3%
39	CCN(C(=O)c1ccc(NC(C)=O)cc1)c1ccccc1C	2.8	39	-4%	-37%	-0.1%	-18%	9%	12%	-0.6%	1.6%
40	Cn1c(=O)c(C(=O)COC(=O)c2cc(-c3ccco3)nc3ccccc23)c(N)n(CC2CC2)c1=O	2.7	56	-19%	-36%	60%*	15%	-29%	·	3.4%	·
41	O=S(=O)(NCc1csc(-c2cccnc2)n1)c1cccs1	1.1	51	-11%	10%	0.3%	5%	-6%	10%	-2.5%	1.4%
42	C=CCNC(=O)c1ccccc1NS(=O)(=O)c1ccc(OC)c(C(=O)N2CCOCC2)c1	2.4	33	-16%	-10%	-0.2%	5%	-25%	7%	0.0%	-0.2%
43	CCC12C(=O)C(CC)(C(c3ccccc3)=C1c1ccccc1)[C@@H]1C(=O)N(c3ccc(C)cc3)C(=O)C12 (stereo not given in full)	1.7	58	15%	29%	?	4%	17%	5%	3.9%	1.9%
44	Cc1ccc(NC(=O)c2ccccc2-c2ccccc2C(=O)O)cc1	-0.7	41	-3%	15%	0.5%	6%	-25%	5%	7.1%	5.5%
45	CCN(CC)CCCN1C(=O)C(=O)/C(=C(/O)c2ccc3c(c2)CC(C)O3)C1c1cccnc1 (stereo not given)	·	·	10%	0%	-0.2%	-5%	-1%	·	5.1%	·
46	COc1ccc(C2CC(C(F)(F)F)n3ncc(C(=O)NCc4cccnc4)c3N2)cc1OC (stereo not given)	1.5	89	-8%	-2%	0.6%	-4%	-42%	-1%	-4.6%	-0.4%
47	CN(C)S(=O)(=O)c1ccc(C(=O)NCCc2ccco2)cc1	-0.9	39	-5%	-8%	-0.2%	1%	-53%	-7%	4.2%	-0.1%
48	C=CCOC(=O)CCP(=O)(CCC(=O)OCC=C)c1ccccc1	2.2	65	-5%	24%	0.0%	30%	-6%	9%	-5.4%	1.6%
49	CC1(C)C(=O)OC(c2cccs2)C(C)(C)C1=O (stereo not given)	-0.8	88	-16%	-1%	0.0%	45%	4%	10%	-0.4%	0.1%
50	CCOC(=O)Cn1cc(C=O)c2ccccc21	-1.5	110	3%	-23%	0.0%	9%	-20%	9%	-2.3%	-0.3%

# Further records
entry	SMILES	NTR1 ag	NTR1 ag cell count 20 µM	GPR35 arrestin U2OS	KOR beta-arrestin-1	GPR55 beta-arrestin	GPR55 antagonists	NOD1 NF-kB reporter	Rac1 GTP hydrolysis	KOR beta-arrestin-2	UTI89 phage lysis
51	COCCCNC(=O)CCc1nnc2ccc(N3CCC(C)CC3)nn12	0.5	82	1%	-31%	0.3%	0%	-15%	9%	1.7%	0.2%
52	Cc1ccc(CNC(=O)C(=O)Nc2nccs2)cc1	0.2	85	7%	-4%[20 µM]	0.5%	-1%	-39%	7%	·	0.3%
53	CCc1ccc(C2=NN(CCC(=O)NC(C)CCc3ccccc3)C(=O)CC2)cc1 (stereo not given)	0.1	62	7%	14%	-0.4%	8%	-20%	6%	0.2%	-0.2%
54	CCN(c1ccc(N=Cc2c(O)n(Cc3ccc(OC)cc3)c(=O)c3ccccc23)cc1)C(C)C	·	·	20%	-23%	2µM*	33%	-22%	2%	5.5%	0.5%
55	CCC(CO)Nc1ncnc2onc(-c3ccc(F)cc3)c12 (stereo not given)	1.6	86	-3%	-36%	-0.1%	12%	-13%	15%	-3.3%	0.3%

# Assay outcomes (PubChem BioAssay)
